APP 5UTR inh: APP translation inhibition; SH-SY5Y APP 5'UTR-luciferase reporter, luminescence; inhibition, % at 2 µM; 190,000 compounds, 0.82% hits; AID 1285;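 active means inhibition above a set limit, derived from the sample mean plus 3 SD, cut at about 45% in these data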; further: values of inactives mirror those of a sister screen read the other way
Efa HMGR inh: inhibitors of class II HMG-CoA reductase from Enterococcus faecalis; purified E. faecalis HMGR, NADPH absorbance 340 nm kinetic; inhibition, % at 10 µM; 190,000 compounds, 0.41% hits; AID 1066;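 active means inhibition above a set limit, the median over all tested compounds plus 3 SD, cut at about 9.5% in these data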;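 further: enzyme runs in reverse so mevalonate oxidation gives rising NADPH absorbance; 0% = complete reaction with DMSO and 100% = background rate lacking mevalonate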
Hsp70 activator: switches on Hsp70 transcription; 200,000 compounds, 0.04% hits; HeLa Hsp70 promoter luciferase reporter, luminescence; scaled: vehicle 0, proteasome-inhibitor control 100%; AID 1203; activation, % at 10 µM;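 active means activation above the mean across all tested compounds plus 3 SD, cutoff set per campaign, cut at about 5.5% in these data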;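 further: 100% = MG132 at 30 µM as the positive control and 0% = DMSO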
FLuc stim CS: firefly luciferase counter-screen for stimulation assays; ATPlite luciferase biochemical, luminescence, 10 min; 0 = ATP-free wells, 1 = DMSO control; activation factor at 10 µM; 200,000 tested, under 10 active;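 active means luciferase activation factor, scaled between plate controls, of at least 2 with compound at 10 µM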
Target sequence (P08659 whole entry, looked up): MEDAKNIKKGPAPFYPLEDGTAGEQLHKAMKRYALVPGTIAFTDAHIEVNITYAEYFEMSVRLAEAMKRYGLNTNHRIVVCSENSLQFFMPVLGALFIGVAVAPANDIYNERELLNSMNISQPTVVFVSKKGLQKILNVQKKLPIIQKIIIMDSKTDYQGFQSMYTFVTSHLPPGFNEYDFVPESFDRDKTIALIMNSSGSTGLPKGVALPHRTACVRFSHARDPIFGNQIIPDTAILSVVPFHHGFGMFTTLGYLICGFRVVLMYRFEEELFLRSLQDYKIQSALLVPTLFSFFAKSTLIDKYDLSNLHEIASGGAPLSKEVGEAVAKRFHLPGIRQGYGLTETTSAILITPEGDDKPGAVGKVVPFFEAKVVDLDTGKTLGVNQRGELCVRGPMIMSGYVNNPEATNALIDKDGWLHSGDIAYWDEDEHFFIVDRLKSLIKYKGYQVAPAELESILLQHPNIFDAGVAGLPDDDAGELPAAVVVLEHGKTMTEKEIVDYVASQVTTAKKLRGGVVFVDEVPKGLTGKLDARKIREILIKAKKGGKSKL
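System: cell-free luciferase reagent; medium: PBS as buffer for the ATP substrate; doses: test compounds dosed from 2 mM stocks in 100% DMSO; incubation: 10 min, room temperature; measured by: luminescence from luciferase reaction; read-out: luciferase activation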
APP 5'UTR act: APP 5'UTR luciferase reporter activation | SH-SY5Y APP 5'UTR luciferase reporter, luminescence; zero percent = DMSO vehicle wells | activation, % at 2 µM | 190,000 compounds, 1% hits;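 active means activation above a set limit, based on mean plus 3 SD of controls, cut at about 140% in these data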; further: values of inactives mirror those of a sister screen read the other way
Redox H2O2 prof: compounds producing H2O2 with reducing agent – biochemical, NIH compound library profiling, artefact control for MLSCN library redox annotation, primary screen; DTT-dependent redox cycling H2O2, phenol red/HRP absorbance; 100% = 100 µM peroxide control, 0% = buffer; activation, % at 10 µM; 200,000 compounds, 0.03% hits;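 active means activation of at least 50% relative to the plate's high and low controls in the primary single-dose screen; inactive means activation below 50%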;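 further: compound incubated with DTT at 0.8 mM final as the reducing agent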
NF-kB expr up: raises NF-kB expression in human neuronal cells; NF-kB reporter expression; active compounds read high; AID 1239; fold change at 12.5 µM; 190,000 compounds, 1.6% hits; in the data active means fold change above about 3.3
STAT1 act: STAT1 signaling activation; activation (% of control), % at 5.5 µM; AID 932; NIH 3T3 STAT1-luciferase reporter, IFN-gamma, luminescence; 100% = IFN-gamma alone, no compound; 200,000 compounds, 2.6% hits;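 active means activation above the screen-wide mean activation plus 3 SD, cut at about 130% in these data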;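 further: raw ratio to IFN-gamma control signal so 100% means no change and 0% no light; values of inactives mirror those of a sister screen read the other way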
G6PDH CS: L. mesenteroides G6PDH inhibition counter-screen. inhibition, % at 5 µM. Purified L. mesenteroides G6PDH, diaphorase/resazurin coupled fluorescence, 45 min. 200,000 compounds, 0.12% hits. AID 1020; in the data active means inhibition above about 50%
FLuc inh counter: Photinus pyralis luciferase inhibition counter-screen; AID 1006; inhibition, % at 10 µM; ATPLite firefly luciferase biochemical luminescence, 10 min; P08659; 200,000 compounds, 1.5% hits;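 active means inhibition above about 50% when tested at 10 µM, limit read from the data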
Starred values were filed as active, the others as inactive; nt = no result given. Rows were taken by chance. About 5.3% of those tested had a hit in this group.

nr	mol	APP 5'UTR act	APP 5UTR inh	FLuc inh counter	Hsp70 activator	Redox H2O2 prof	Efa HMGR inh	STAT1 act	NF-kB expr up	FLuc stim CS	G6PDH CS
1	COc1ccc(NC(=O)CCn2cccc2)cc1	-1.3	1.3	-6.1	-0.2	-4.3	-1.8	102.1	0.98	1.1	3.7
2	CCOC(=O)C(C)Oc1cccc2c(=O)n(CC(=O)NCc3ccc4c(c3)OCO4)ccc12 (stereo unspecified)	5.7	-5.7	2.3	0.6	0.7	-4.3	108.1	0.88	1	-2.5
3	Cc1cccc(N2CCN(C(=O)c3cn(C)c(=O)c4c3c3ccccc3n4C)CC2)c1C	13.4	-13.4	-0.2	0.0	0.0	-2.2	101.0	0.56	1	0.9
4	COc1ccc(CN(C2CCCC2)S(=O)(=O)c2ccc(-n3cnnn3)c(OC)c2)cc1OC	15.5	-15.5	-7.3	-0.2	0.3	-2.3	101.0	0.65	1.1	-7.6
5	CN(C)S(=O)(=O)c1ccc(Cl)c(NC(=O)COC(=O)CCSc2ccccc2)c1	17.3	-17.3	-13.0	-0.3	-0.5	1.7	90.4	1.18	1.1	-13.8
6	O=C(NCc1ccccc1)C1=C[C@@H](C2CC2)C[C@@H](OCCCCO)O1	28.8	-28.8	0.8	-0.3	0.6	1.8	102.7	1.24	1	8.3
7	CCc1nc(-c2ccccc2)cc(=O)[nH]1	3.7	-3.7	-2.4	-0.3	0.0	-8.8	95.1	0.93	1	-0.4
8	COc1ccc(S(=O)(=O)Nc2ccccc2OC)cc1NC(=O)c1cc2ccccc2oc1=O	107.5	-107.5	2.1	-0.3	0.0	-7.5	125.4	3.23	1	-46.0
9	O=C(Nc1cccnc1)c1ccc(Cl)cc1[N+](=O)[O-]	19.7	-19.7	-4.8	-0.1	-0.9	-3.5	96.0	0.97	1	1.3
10	O=C(CSc1nnc(C2CC2)n1Cc1ccccc1)Nc1cccnc1Cl	24.2	-24.2	-5.2	0.0	0.6	-1.0	96.9	1.14	1.1	2.2
11	CC1=CC2=NC(=O)/C(=C\c3cc(C)n(-c4cccc(Cl)c4)c3C)C(=N)N2O1	-15.1	15.1	2.0	-0.2	-0.3	-4.8	98.9	1.24	1	-18.2
12	Cc1cccn2c(N)c(-c3ccccc3)nc12	17.8	-17.8	nt	-0.5	2.3	-4.0	101.6	1.28	nt	nt
13	CCc1ccccc1NC(=O)N1CCCC(CCC(=O)N(C)CCc2ccccn2)C1 (stereo unspecified)	6.0	-6.0	-3.6	0.1	-0.1	-0.8	100.4	1.1	1	4.5
14	S=C(Nc1ccccc1Cl)Nc1ccc(Cl)cc1Cl	6.3	-6.3	-3.0	-0.5	2.4	-1.8	93.8	0.98	1	-1.8
15	O=C1C(=O)N(Cc2cccnc2)C(c2ccccn2)/C1=C(/O)c1ccccc1 (stereo unspecified)	-11.3	11.3	-5.2	-0.2	0.9	-2.2	99.8	1.13	1.1	8.5
16	Cc1ccc(-c2noc(CSc3nnc(Cc4ccccc4)n3-c3cccc(C)c3)n2)cc1	20.5	-20.5	-5.7	0.1	0.2	-4.6	97.5	0.8	1.1	3.0
17	COc1ccc(-c2nnc(SCCC(=O)O)n2-c2ccccc2)cc1OC	18.5	-18.5	-5.3	-0.4	0.3	1.5	101.5	1.14	1.1	1.7
18	COc1cccc(/C=C/C(=C2/C(=O)N(c3ccccc3)N=C2C)c2ccc(C)cc2)c1OC	2.8	-2.8	-0.6	-0.3	5.1	-0.1	94.2	0.77	1	-1.7
19	COc1ccc(C2(C(N)=O)CCCCC2)cc1OC	4.4	-4.4	3.1	0.4	-0.3	-3.1	89.2	1.09	1	17.2
20	Cc1ccc(S(=O)(=O)N2CCOCC2)cc1NC(=O)CNCC1CCCCC1	20.0	-20.0	-6.7	-0.2	-4.0	-3.2	93.6	1.32	1.1	3.9
21	COc1ccc(C(=O)OCN2C(=O)c3ccccc3C2=O)cc1	-15.6	15.6	-2.7	-0.3	-0.5	7.2	100.1	1.29	1	2.8
22	Cc1c(C(=O)C(=O)N2CCN(C)CC2)c2ccccc2n1C	0.7	-0.7	-6.6	0.1	-0.1	-1.8	102.4	1.3	1.1	-1.7
23	O=C(CSc1ccc2ccccc2c1)NCCCN1CCCC1=O	10.6	-10.6	-2.6	-0.5	0.1	-6.9	100.8	1.01	1	4.4
24	Cc1cccc(OCC(=O)Nc2ccc(S(=O)(=O)N3CCN(C)CC3)cc2)c1	-26.6	26.6	-5.6	0.3	0.8	-6.3	95.9	1.17	1.1	3.1
25	CCc1ccc(NC(=S)N2CCCC(C(F)(F)F)C2)cc1 (stereo unspecified)	20.6	-20.6	11.7	0.3	-0.1	-0.8	97.0	1.25	0.9	2.4
26	Cc1ccccc1SCC(=O)OCC(=O)Nc1ccc(N(C)C)cc1	36.2	-36.2	-5.1	-0.2	-3.1	-0.7	105.4	1.3	1.1	3.1
27	COC(=O)c1cc(NC(=O)c2cccs2)ccc1N1CCOCC1	19.8	-19.8	4.4	-0.3	2.7	0.0	105.6	0.84	1	1.0
28	CN(C)C(=O)c1c2c(nc3ccccc13)CCCC2	-14.8	14.8	-9.4	0.1	-0.8	4.0	105.0	1.23	1.1	8.1
29	O=C(NCCCN1CCc2ccccc2C1)C1CCN(S(=O)(=O)N2CCCC2)CC1	4.9	-4.9	-7.0	0.1	1.7	-4.0	105.8	0.95	1.1	1.1
30	CCC(=O)Nc1ccc2c(c1)nc1n2CCN(C2CCCCC2)C1	-1.6	1.6	-1.7	-0.3	1.0	1.0	116.0	1.31	1	16.3
31	O=C(Cn1cnc2c(cnn2-c2ccccc2)c1=O)Nc1cc(S(=O)(=O)N2CCOCC2)ccc1Cl	-3.9	3.9	0.5	-0.1	-0.5	-1.8	101.3	1.16	1	-1.2
32	COc1ccc(CCNC(=O)c2ccc3c(c2)NC(=O)C(N2CCOCC2)S3)cc1OC (stereo unspecified)	0.9	-0.9	4.2	-0.6	-0.4	-2.4	92.6	0.86	1	10.1
33	Clc1ccc(Oc2nc(N3CCOCC3)nc(N3CCOCC3)n2)cc1	nt	nt	-3.1	-0.3	1.4	-2.8	100.6	1.14	1	-0.6
34	COc1ccc(N=Nc2nc3cc(Br)c(Br)cc3n2C)c(OC)c1	40.5	-40.5	5.2	-0.5	0.3	-6.5	102.1	1.27	0.9	-5.8
35	Cc1sc2nc(SCC(=O)NCc3cccs3)[nH]c(=O)c2c1C	-7.8	7.8	-3.7	-0.2	-0.2	-2.4	101.2	1.45	1	1.6
36	COc1ccccc1N(CC(=O)NC(C)(C)C)C(=O)C1CSC(=O)C1 (stereo unspecified)	17.0	-17.0	-1.9	0.1	-0.2	4.5	98.5	1.34	1	1.8
37	CCOC(=O)C1CCN(C(=O)C2(NC(=O)Nc3ccccc3Cl)CCCCC2)CC1	11.0	-11.0	-0.9	-0.1	-3.8	-1.5	97.6	1.08	1	-2.2
38	COc1ccc(CNCCSc2nnnn2C)c(OC)c1OC	7.5	-7.5	-5.6	-0.1	-0.9	1.3	97.0	0.97	1.1	-2.8
39	O=c1nc(-c2ccccc2)cc(C(F)(F)F)[nH]1	-3.6	3.6	-2.8	-0.1	0.6	1.4	98.9	1.09	1	6.7
40	CC1(C)CC(=O)C(C=NC(CCC(N)=O)C(=O)O)=C(O)C1 (stereo unspecified)	-9.7	9.7	-0.1	-0.2	0.5	-1.5	102.6	1.15	1	8.8
41	C/C(=N\Nc1ccc(C(F)(F)F)cn1)c1ccncc1	30.2	-30.2	-1.0	-0.1	7.5	0.4	134.3*	1.82	1	1.4
42	CN(CCOc1ccc(Br)cc1)CC(=O)Nc1cccc(S(=O)(=O)NC2=NCCC2)c1	-0.7	0.7	-6.1	-0.2	0.6	-1.0	97.5	1.11	1.1	-0.9
43	CC1=NC(=O)C(N=Nc2cccc3ccccc23)N1c1ccccc1 (stereo unspecified)	-8.9	8.9	nt	0.1	2.2	nt	95.9	nt	nt	nt
44	Cc1nc2ccc(S(=O)(=O)Nc3ccccc3C)cc2s1	-3.9	3.9	2.4	-0.2	-0.4	1.1	98.5	0.93	1	14.3
45	O=C1c2ccccc2NC(c2c(Cl)cccc2Cl)N1Cc1ccccc1 (stereo unspecified)	13.4	-13.4	-4.1	-0.1	0.2	-1.7	97.0	0.86	1	5.7
46	CC(=O)NC(=S)Nc1ccc(NC(=O)c2cccs2)cc1	24.5	-24.5	6.8	-0.3	2.5	2.9	121.5	1.67	0.9	-11.0
47	Cc1ccc(CNc2oc(-c3ccco3)nc2S(=O)(=O)c2ccccc2)cc1	19.2	-19.2	-9.1	-0.4	1.2	-2.7	98.3	0.92	1.1	7.4
48	CC(C)c1nc(SCC(=O)N2CCc3ccccc32)n[nH]1	-1.2	1.2	-1.3	0.0	-0.3	3.7	116.9	1.66	1	5.1
49	Clc1ccc(-c2nc3cnccn3c2Nc2ccc3c(c2)OCO3)cc1	-7.0	7.0	-2.6	-0.1	-0.7	-7.2	97.6	0.95	1	-35.1
50	Cc1nnc2ccc(N3CCC4(CC3)OCCO4)nn12	-5.0	5.0	-3.1	-0.1	-0.3	0.4	97.3	1.22	1	-8.0

Reformatted with each value named: part of the list above.
49: Clc1ccc(-c2nc3cnccn3c2Nc2ccc3c(c2)OCO3)cc1
- APP 5'UTR act: -7.0
- APP 5UTR inh: 7.0
- FLuc inh counter: -2.6
- Hsp70 activator: -0.1
- Redox H2O2 prof: -0.7
- Efa HMGR inh: -7.2
- STAT1 act: 97.6
- NF-kB expr up: 0.95
- FLuc stim CS: 1
- G6PDH CS: -35.1
36: COc1ccccc1N(CC(=O)NC(C)(C)C)C(=O)C1CSC(=O)C1 (stereo unspecified)
- APP 5'UTR act: 17.0
- APP 5UTR inh: -17.0
- FLuc inh counter: -1.9
- Hsp70 activator: 0.1
- Redox H2O2 prof: -0.2
- Efa HMGR inh: 4.5
- STAT1 act: 98.5
- NF-kB expr up: 1.34
- FLuc stim CS: 1
- G6PDH CS: 1.8
26: Cc1ccccc1SCC(=O)OCC(=O)Nc1ccc(N(C)C)cc1
- APP 5'UTR act: 36.2
- APP 5UTR inh: -36.2
- FLuc inh counter: -5.1
- Hsp70 activator: -0.2
- Redox H2O2 prof: -3.1
- Efa HMGR inh: -0.7
- STAT1 act: 105.4
- NF-kB expr up: 1.3
- FLuc stim CS: 1.1
- G6PDH CS: 3.1
